Compound activity: PubChem BioAssay, Vanderbilt High Throughput Screening Facility
Cav32 inh – human Cav3.2 channel inhibition, primary screen; B-score at 10 µM; O95180; hit rate 4% among 100,000; Cav3.2-expressing cells, Fluo-4 calcium fluorescence FDSS; active compounds read low;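 active means single-dose well whose peak fluorescence ratio is a statistical outlier from its plate by either plate-standardised score or position-corrected B-score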
Numbers without * were called inactive.

SMILES	Cav32 inh
O=C(CSc1cn(CCNC(=O)c2cccs2)c2ccccc12)NCc1ccccc1	-3.97
CCOC(=O)C(=Cc1ccc(-c2ccsc2C(=O)OC)o1)C(=O)OCC	-1.9
CSc1ccc(S(=O)(=O)NCc2ccccc2Cl)cc1	-4.02*
CC1(C)CC(=O)C=C(c2ccc3[nH]ccc3c2)C1	0.733
CC(C)OC(=O)c1cc(=O)[nH]c2ccccc12	-0.287
Cc1onc(-c2ccccc2Cl)c1C(=O)Nc1cccnc1	-0.387
Cc1ccc(NC(=O)N2CCC(C(=O)NCCC3=CCCCC3)CC2)cc1	0.767
CCCOc1ccc(NC(=O)CC2C(=O)N(CC)C(=S)N2Cc2cccs2)cc1 (stereo unspecified)	0.00832
Cc1cc(C)cc(N(CC(=O)NCC2CCCO2)C(=O)CN2C(=O)COc3ccccc32)c1 (stereo unspecified)	0.818
CCOC(=O)c1cnc2nc(COc3ccccc3)[nH]n2c1=O	0.524
COc1ccc(OC)c(C2C3=C(CCCC3=O)NC3=C2C(=O)CCC3)c1	0.0379
COC(=O)C1=C(C)NC(=O)NC1c1ccccc1 (stereo unspecified)	-2.43
O=C(Nc1ccccc1N1CCCCC1)c1ccco1	-2.96
Cc1cc(C)c2nc(-c3ccccn3)cc(C(=O)NCc3ccco3)c2c1	-1.68
COc1ccc(C2CCCN2C(=O)Nc2ccccc2)cc1OC (stereo unspecified)	-0.0335
Cc1ccc(OCC(=O)N2CCCCCC2)c(C)c1	-0.501
O=c1c2ccccc2nc2n1CCN2	0.188
O=C(NCCN1CCCC1)c1ccc2c(=O)n(CCc3ccccc3)c(=O)[nH]c2c1	0.466
COc1cccc(S(=O)(=O)N2CCN(c3ccccc3F)CC2)c1	-5.23
CCNC(=O)C1CC(=O)N(Cc2ccc3c(c2)OCO3)C(=Nc2ccc(F)cc2)S1 (stereo unspecified)	-0.356
O=C(Nc1ccccc1)C1=C[C@@H](c2ccc(Br)cc2)C[C@@H](OCc2ccc(CO)cc2)O1	-0.781
Cn1c(C(=O)O)c(CC(=O)Nc2ccc(F)cc2F)c2ccccc21	-0.701
Cc1cc(C)n2c(SCC(=O)Nc3ccccc3)nnc2n1	1.16
CCOC(=O)c1sc(NC(=O)Cn2nnc3sc4c(c3c2=O)CCCC4)nc1C	-4.6*
COc1cc(NS(=O)(=O)c2ccc(N/C=C(\C#N)c3nc4cc(Cl)ccc4o3)cc2)nc(OC)n1	0.788
SMILES	Cav32 inh
COc1ccc(Cn2nc(C)n(N(C)c3ncc(C(F)(F)F)cc3Cl)c2=O)cc1	-2.44
CC1CCCCC1NC(=O)COC(=O)c1ccccc1NC(=O)c1ccco1 (stereo unspecified)	-1.72
COc1cc(OC)cc(-c2cc3nc(C4CCN(C(=O)OC(C)(C)C)CC4)cc(=O)n3[nH]2)c1	0.408
CN(C)/C=C/c1c(C#N)c(=O)ncn1Cc1ccccc1	0.258
O=C1CCCc2c1nn(-c1ccccc1)[n+]2[O-]	-2.44
CCCS(=O)(=O)c1c(S(=O)(=O)CCC)c2c(N)cccn2c1C(=O)c1ccccc1	-0.447
CCOC(=O)c1sc(NC(=O)/C=C/c2cnn(C)c2C)c(C(=O)OC(C)C)c1C	-0.108
CC(=O)NC(C)C(=O)OCc1ccc(Cl)cc1Cl (stereo unspecified)	1.08
CSCCC(NC(=O)c1ccccc1)c1nc(-c2ccccc2)no1 (stereo unspecified)	0.0526
CCCCN(C(=O)c1ccco1)c1nnc(-c2cc(OC)c(OC)c(OC)c2)s1	-1.32
O=C1NCCCC1C(=O)Nc1ccccn1 (stereo unspecified)	-0.176
CCC1=C(OC(=O)N(CC)CC)N2C(=O)OC(=NCC3CC3)[C@]2(Cc2ccccc2)[C@H]2C1=CC[C@H]1C(=O)N(C)C(=O)[C@H]12	-0.209
Cc1ccc(NC(=O)CSCC(=O)N2c3ccccc3CCc3ccccc32)cc1	-4.9*
CCCc1cc(C(=O)Cc2ccc(C(=O)OCC)o2)c(O)cc1O	-4.13*
CCOc1cccc(NC(=O)c2ccc(S(=O)(=O)N3CCCC3)cc2)c1	-2.1
CCc1nc(SC)[nH]c(=O)c1C	0.55
C#CCNC(=O)C1=C[C@H](c2ccc(Br)cc2)C[C@H](OCc2ccc(CO)cc2)O1	-0.121
COCCn1nnnc1CN1CCC(C)CC1	0.0605
COc1ccc(-c2nc(CCNC(=O)c3cccs3)cs2)cc1	-3.43
COc1ccccc1N1CCN(C(=O)CSc2nc(C)cc(=O)[nH]2)CC1	-0.0148
CCn1cc(C(=O)NC2CCCCC2)c(=O)c2cc(S(=O)(=O)N(C)C)ccc21	-0.191
Cc1cccc(NC(=S)N(CCN(C)C)C(C)c2ccccn2)c1 (stereo unspecified)	0.0127
CSCc1nnc(NC(=O)c2ccc(S(=O)(=O)N(CC(C)C)CC(C)C)cc2)o1	-6.02*
CCN(CC)c1ccc(/C=N/n2c(=S)[nH]nc(C)c2=O)cc1	0.934
O=C(CSc1nnc(CNc2ccc(F)cc2)n1Cc1ccco1)N1CCCC1	-0.367
SMILES	Cav32 inh
CCC(c1nnnn1Cc1ccc2c(c1)OCO2)N1CCN(c2ccc(OC)cc2)CC1 (stereo unspecified)	-1.17
CCCCCc1nnc(N)s1	0.303
COCCNc1nc2c(c(=O)n(C)c(=O)n2C)n1Cc1cccc(C(F)(F)F)c1	0.862
CCN(CC)C(=O)CSc1nc(N)c(C#N)c(-c2cccs2)c1C#N	-0.0335
CCN1C(=O)c2cccc3c(S(=O)(=O)NCc4ccco4)ccc1c23	0.245
c1coc(-c2nc3c([nH]2)CCc2nonc2-3)c1	1.24
CN(C)Cc1cc(C(C)(C)c2cc(CN(C)C)c(O)c(CN(C)C)c2)cc(CN(C)C)c1O	0.417
CC(=O)c1c(COC(=O)c2ccccc2)nc2ccccc2[n+]1[O-]	0.11
O=C(Nc1cccnc1)c1ccc(Oc2ccccc2)cc1	-0.0126
Cc1nc2ccccc2c2c1C(=O)N(C(C)C)C2=O	-0.453
COc1ccc(-c2noc(CCC(=O)N3CCC(C)CC3)n2)cc1	-0.0509
O=C(NCc1ccccn1)c1cc(-c2ccccc2)on1	0.186
Clc1ccc2oc(-c3ccccn3)nc2c1	-0.831
O=C(/C=C/c1c(F)cccc1Cl)c1ccc(F)cc1	-0.685
CN1C(=O)CC(N2CCN(CC(N)=O)CC2)C1=O (stereo unspecified)	-0.111
Cc1c(NCc2nc3ccccc3[nH]2)c(=O)n(-c2ccccc2)n1C	0.0268
COc1cc(CNCCc2c[nH]c3ccccc23)ccc1OCc1ccc(F)cc1	-0.705
CCOc1ccc(N2C(=O)c3cccnc3C2Nc2ccc(C)c(C)c2)cc1 (stereo unspecified)	-0.132
CCOc1ccc(-c2nc(N)ncc2Oc2ccccc2Br)c(O)c1	0.0401
CCNC(=O)/C=C1\NC(C)(C)Cc2c1ccc1ccccc21	-0.762
Cc1nn(Cc2ccc(Cl)cc2)c(C)c1NC(=O)CSc1nc2c(c(C(F)(F)F)n1)CCc1ccccc1-2	-3.9*
CCOC(=O)c1oc2ccc(CNC(C)(C)C)c(Cl)c2c1C	2.21
CCOC(=O)c1sc(C)c2c(=O)n(CC)nnc12	-0.11
Cc1ccc(S(=O)(=O)Nc2cc(-c3nn(C)c(=O)c4ccccc34)ccc2N2CCOCC2)cc1	-1.75
Cn1c(CNC(=O)c2ccc(F)cc2)nc2ccccc21	0.505

Another view of part of the listing above:
> CCOC(=O)c1sc(C)c2c(=O)n(CC)nnc12
- Cav32 inh: -0.11

> Cc1ccc(S(=O)(=O)Nc2cc(-c3nn(C)c(=O)c4ccccc34)ccc2N2CCOCC2)cc1
- Cav32 inh: -1.75

Looked up above:
Value of O=C(Nc1ccccc1)C1=C[C@@H](c2ccc(Br)cc2)C[C@@H](OCc2ccc(CO)cc2)O1 under Cav32 inh: -0.781
Value of COc1ccccc1N1CCN(C(=O)CSc2nc(C)cc(=O)[nH]2)CC1 under Cav32 inh: -0.0148

Other structures follow:
SMILES	Cav32 inh
COCc1nnc(NC(=O)CSc2ccc(C)cc2)s1	0.491
CCOC(=O)c1sc(NC(C)=O)nc1C	0.555
CCOc1cc(/C=N/NC(=O)Cn2nc([N+](=O)[O-])cc2C)cc(Br)c1OCc1ccccc1C	-0.838
Cc1cc(Oc2ccccc2)nc(OCC#N)n1	-0.242
CCOC(=O)Nc1sc(NS(=O)(=O)c2ccccc2)nc1C	0.377
Cc1ccc(/C=N/NC(=O)C(NC(=O)c2ccccc2)c2n[nH]c(=O)c3ccccc23)cc1 (stereo unspecified)	-4.96*
CCCCNc1nc2ccccc2n1CC(=O)N1CCc2ccccc2C1	-1.54
O=C1c2ccccc2NC(c2ccccn2)N1c1ccc(Cl)cc1 (stereo unspecified)	-1.22
CCCCCn1c(N(C)Cc2ccccc2)nc2c1c(=O)[nH]c(=O)n2C	-3.19
Cc1ccnc(NC(=O)CCC(=O)N(CC(=O)NCCc2ccccc2)Cc2ccco2)c1	-0.392
O=C(NCc1ccco1)c1ccc2c(=O)n(CCC3=CCCCC3)c(=O)[nH]c2c1	0.101
CC(C)(C)NC(=O)CN(C(=O)CS(=O)CC(=O)Nc1ccc(F)cc1)c1ccc(Cl)cc1 (stereo unspecified)	-0.856
COCCn1c(C23CC4CC(CC(C4)C2)C3)n[nH]c1=S	1.13
Cc1noc(C)c1S(=O)(=O)NCCCN1CCN(Cc2ccccc2)CC1	1.03
COc1ccc2c(c1OC)C(=O)OC2Nc1ccccc1S(=O)(=O)C(F)F (stereo unspecified)	0.189
CN(C)C(CNC(=O)NC1CCCCC1)c1cccnc1 (stereo unspecified)	-0.183
C=CCSc1nnc(Cn2c(=O)sc3ccccc32)n1C	0.00023
Cc1nc2nc(-c3cccnc3)[nH]n2c(=O)c1Cc1ccccc1	0.953
Cc1cc(C)c([N+](=O)[O-])cc1-c1ccc(/C=N/NC(=O)c2nonc2N)o1	0.0959
O=C(NCc1ccccc1)c1csc2c1CCCCC2	-3.38
CCOC(=O)N1CCN(C(=O)c2ccc(N3C(=O)c4ccccc4C3=O)cc2)CC1	0.929
Cc1ccccc1-c1nnc(-c2ccc(Cl)cc2)o1	0.216
CCC(C)NC(=O)c1cc(C)no1 (stereo unspecified)	0.0153
CCc1nc(-c2ccc(-c3ccc(OC)cc3)nc2OC)no1	-2.17
CCOC(=O)N1CCC(Nc2c(NCCCN(CC)c3cccc(C)c3)c(=O)c2=O)CC1	2.51
SMILES	Cav32 inh
CCCCOc1cccc(/C=N/NC(=O)c2csc(C)c2C)c1	-1.37
O=c1cc(O)c(-c2ccccc2)c(Cl)[nH]1	-0.248
COC(=O)CSc1nc(-c2ccccc2)cc(-c2ccco2)c1C#N	-1.37
CO[C@H]1O[C@@H]2O[C@@]3(C)CC[C@H]4[C@H](C)CC[C@@H]([C@H]1C)[C@@]24OO3	-0.535
CCCOc1ccccc1NC(=O)c1ccc(N)cc1	-1.34
S=C(NCc1ccccc1)NCc1ccccc1	-1.12
COC(=O)CC1COc2ccccc2N1C(=O)c1ccc(OC)cc1 (stereo unspecified)	1.43
O=C1CC(c2ccccc2)NC(=O)N1 (stereo unspecified)	0.115
O=C(C1=C[C@@H](C2CC2)C[C@@H](OCCCCO)O1)N1CCOCC1	-0.567
CC1CCN(c2ccc(C(=O)NCCc3ccccc3)cn2)CC1	-1.95
O=C(CN1CCCCCC1)Nc1ccc(Br)cc1	0.00202
Nc1ncn(C23CC4CC(CC(C4)C2)C3)n1	0.469
O=C(NCCn1cc(SCC(=O)N2CCOCC2)c2ccccc21)c1c(F)cccc1F	-0.762
CCOc1ccc(C(=O)N2CCN(c3cccc(C)c3C)CC2)cc1	-3.67
Nc1nc(NCc2ccccc2)nc(-c2ccccc2)n1	-1.93
O=C(NC1CCCCC1)c1ccc2c(=O)n(CC3CCCO3)c(=O)[nH]c2c1 (stereo unspecified)	-0.139
CCOc1ccccc1Nc1cc(C)nc2nc(C)nn12	0.444
CCOc1cc(/C=N/NC(=O)CNc2cccc(C)c2)ccc1OC(=O)c1ccccc1	-3.91*
Cc1c(C(=O)N2CCOCC2)oc2c1C(=O)CC(C)(C)C2	0.0375
O=C(CCN1C(=O)C2C3C=CC(C4CC34)C2C1=O)Oc1cccc2cccnc12 (stereo unspecified)	0.734
CCN1C(=O)N[C@@H](c2cccc(C(F)(F)F)c2)[C@@H](C(=O)OC)[C@H]1C	0.152
Cc1ccc(-c2nnc3ccc(SCC(=O)NCc4ccco4)nn23)cc1	0.434
COc1ccc(CN2CCN(c3ccccn3)CC2)c(OC)c1	0.103
CC(=O)c1ccc(NC(=O)C2CCCN2S(=O)(=O)c2ccc(F)cc2)cc1 (stereo unspecified)	1.78
CCCC(=O)Nc1ccc2c(c1)nc(CN1CCN(C(C)=O)CC1)n2C	-0.565

For reference, 3 of the compounds above:
SMILES	Cav32 inh
CSCc1nnc(NC(=O)c2ccc(S(=O)(=O)N(CC(C)C)CC(C)C)cc2)o1	-6.02*
CCN(CC)c1ccc(/C=N/n2c(=S)[nH]nc(C)c2=O)cc1	0.934
O=C(CSc1nnc(CNc2ccc(F)cc2)n1Cc1ccco1)N1CCCC1	-0.367

Further records follow:
SMILES	Cav32 inh
COc1ccc(N2C(=O)c3ccc(NC(C)=O)cc3C2=O)cc1	0.564
FC(F)Sc1ccc(N=C2NN=C(c3ccc4c(c3)OCCO4)CS2)cc1	-1.25
COc1ccc(-n2c(Cc3cc(=O)[nH]c(=O)[nH]3)nnc2SCC(=O)N2CCC(C)CC2)cc1	0.132
COc1ccc(-n2nc3cc(C)c(NC(=O)c4cccnc4)cc3n2)cc1	0.407
Nn1c(CSc2ccccn2)nc2ccccc2c1=O	0.547
CC(=O)c1c(N2CCOCC2)nc(=O)n(-c2ccccc2)c1C	0.0501
COc1ccc(CN2CCc3ccccc3C2)c(OC)c1OC	1.1
NC(=O)CC(NC(=O)c1ccc(Br)cc1)c1ccc(N2CCN(c3ccc(F)cc3)CC2)c([N+](=O)[O-])c1 (stereo unspecified)	-0.531
CSCCC(N=CC1=C(O)CC(C)(C)CC1=O)C(=O)O (stereo unspecified)	0.0157
Cc1ccc(/C=C2\SC(=S)N(c3c(C)n(C)n(-c4ccccc4)c3=O)C2=O)cc1	-5.02*

An excerpt of these results, as labelled records.
COc1ccc(-n2c(Cc3cc(=O)[nH]c(=O)[nH]3)nnc2SCC(=O)N2CCC(C)CC2)cc1
  Cav32 inh = 0.132

COc1ccc(-n2nc3cc(C)c(NC(=O)c4cccnc4)cc3n2)cc1
  Cav32 inh = 0.407

Nn1c(CSc2ccccn2)nc2ccccc2c1=O
  Cav32 inh = 0.547

CC(=O)c1c(N2CCOCC2)nc(=O)n(-c2ccccc2)c1C
  Cav32 inh = 0.0501

This is a subset; count on the stated rates, not on these rows.
